Screening data from PubChem BioAssay.
GPR151 ag – activators of human GPR151 | activation, % at 11.2 µM | 1% of 650,000 active | Q8TDV0 | PathHunter beta-arrestin GPR151 cells, luminescence; in the data active means activation above about 4.9%;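 further: 0% = median of compound wells and 100% = cells with positive control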
Target sequence (Q8TDV0 whole entry, looked up): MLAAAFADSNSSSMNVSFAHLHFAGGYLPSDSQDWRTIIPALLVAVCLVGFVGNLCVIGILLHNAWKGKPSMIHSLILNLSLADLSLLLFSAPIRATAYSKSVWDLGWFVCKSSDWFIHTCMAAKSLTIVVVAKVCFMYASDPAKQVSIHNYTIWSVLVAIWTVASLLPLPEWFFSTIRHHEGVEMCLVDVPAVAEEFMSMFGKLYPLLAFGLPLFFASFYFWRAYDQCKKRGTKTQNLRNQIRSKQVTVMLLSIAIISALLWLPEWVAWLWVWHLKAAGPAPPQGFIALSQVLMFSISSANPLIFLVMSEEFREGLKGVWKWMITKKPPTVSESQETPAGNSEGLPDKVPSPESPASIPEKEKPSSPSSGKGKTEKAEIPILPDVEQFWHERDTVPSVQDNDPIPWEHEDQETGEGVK
FBW7 activator – activators of human E3 ligase FBW7; Q969H0; AID 1259310; normalized activity (activation), % at 26.1 µM; AlphaScreen FBW7–phospho-cyclin E peptide binding, activator screen; 0.13% of 650,000 active; in the data active means normalized activity above about 1.9%;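 further: purified mutant Fbw7 with reduced substrate affinity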
Target sequence (Q969H0 whole entry, looked up): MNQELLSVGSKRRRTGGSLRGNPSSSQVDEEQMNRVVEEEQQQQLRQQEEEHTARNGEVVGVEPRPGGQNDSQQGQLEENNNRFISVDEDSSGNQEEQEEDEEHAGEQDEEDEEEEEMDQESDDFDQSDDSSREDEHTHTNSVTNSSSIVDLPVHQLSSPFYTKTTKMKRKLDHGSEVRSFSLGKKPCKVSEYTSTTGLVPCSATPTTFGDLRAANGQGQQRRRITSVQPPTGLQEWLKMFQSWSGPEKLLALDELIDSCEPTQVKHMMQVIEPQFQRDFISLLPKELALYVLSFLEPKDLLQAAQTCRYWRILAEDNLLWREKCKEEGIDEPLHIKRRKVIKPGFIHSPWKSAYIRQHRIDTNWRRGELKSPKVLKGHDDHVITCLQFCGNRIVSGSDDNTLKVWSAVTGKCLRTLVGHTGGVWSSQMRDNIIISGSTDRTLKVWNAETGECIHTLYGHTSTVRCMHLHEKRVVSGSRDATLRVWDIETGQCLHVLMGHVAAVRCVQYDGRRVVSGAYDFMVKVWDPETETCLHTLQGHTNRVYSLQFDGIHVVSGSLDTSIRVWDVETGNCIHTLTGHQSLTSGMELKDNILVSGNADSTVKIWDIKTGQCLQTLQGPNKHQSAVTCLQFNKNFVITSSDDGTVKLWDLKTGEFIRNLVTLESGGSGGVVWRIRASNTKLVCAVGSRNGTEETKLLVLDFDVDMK
TEAD-YAP block – TEAD-YAP interaction inhibition | HEK-TIYL cells, TEAD-Gal4/YAP UAS-luciferase luminescence | inhibition, % at 9.12 µM | 1.4% of 640,000 active; in the data active means inhibition above about 32%;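 further: 0% = median of test compound wells and 100% = reference inhibitor wells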
MITF inh – blocks human microphthalmia-associated transcription factor. O75030. AlphaScreen MITF homodimerization, bead proximity signal. inhibition, % at 2.6 µM. 0.91% of 650,000 active. AID 1259374; in the data active means inhibition above about 50%;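 further: 0% = vehicle wells with protein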
Numbers without * were called inactive.

What do the screens show for `CN1CCN(C(=S)NC(=O)c2ccc(Br)cc2)CC1`?
GPR151 ag: 2.5; FBW7 activator: 0.0; TEAD-YAP block: 6; MITF inh: 21

What do the screens show for `O=c1[nH]ncc(NCc2cccnc2)c1Cl`?
GPR151 ag: 1.8; FBW7 activator: -0.2; TEAD-YAP block: -6; MITF inh: -7

Results for CC(C)CC1=NN2C(=N)/C(=C/c3ccc(OCCOc4ccc(Br)cc4)cc3)C(=O)N=C2S1 ?
GPR151 ag: 0.2; FBW7 activator: 0.0; TEAD-YAP block: -3; MITF inh: 5

Results for CN(Cc1ccccc1)C(=O)c1noc2c1COc1ccccc1-2 ?
GPR151 ag: 0.0; FBW7 activator: 0.7; TEAD-YAP block: -56; MITF inh: 21

What do the screens show for `Cc1ccccc1NC(=O)NC(C)Cc1ccco1` (stereo not given)?
GPR151 ag: -1.0; FBW7 activator: -0.1; TEAD-YAP block: 0; MITF inh: -4

Results for CCOc1ccc(/C=C2\C(=O)N(c3ccc(C)c(C)c3)C(C)=C2C(=O)OC)cc1 ?
GPR151 ag: 0.3; FBW7 activator: -0.2; TEAD-YAP block: 1; MITF inh: 5

What do the screens show for `CCCCNC(=O)C(=O)NCC1OCCCN1S(=O)(=O)c1ccc(Cl)cc1` (stereo not given)?
GPR151 ag: -0.1; FBW7 activator: -0.2; TEAD-YAP block: 9; MITF inh: 2

Results for Cc1cc(C(=O)OCCN(C)C2=NS(=O)(=O)c3ccccc32)ccc1[N+](=O)[O-] ?
GPR151 ag: 0.2; FBW7 activator: 0.0; TEAD-YAP block: 3; MITF inh: -1

What do the screens show for `Cc1ccccc1NC(=O)CSc1nc(N)c2c3c(sc2n1)COC(C)(C)C3`?
GPR151 ag: 0.8; FBW7 activator: 0.0; TEAD-YAP block: -9; MITF inh: -17

How did COc1ccccc1CN1CCN2C(=O)[C@@H](C)NC(=O)[C@H]2C1 do in these assays?
GPR151 ag: 0.0; FBW7 activator: -0.1; TEAD-YAP block: -2; MITF inh: 8

What do the screens show for `CCOCCCNC(=O)C(C)Sc1nc2nc(C)cc(C)n2n1` (stereo not given)?
GPR151 ag: 2.0; FBW7 activator: -0.1; TEAD-YAP block: 2; MITF inh: 8

What do the screens show for `COCC(C)N=C1NN=C(c2cc3cccc(OC)c3oc2=O)CS1` (stereo not given)?
GPR151 ag: -0.6; FBW7 activator: -0.2; TEAD-YAP block: -19; MITF inh: -17

Results for Cc1ccc(S(=O)(=O)Nc2ccc(S(=O)(=O)Nc3nccs3)cc2)cc1 ?
GPR151 ag: 0.1; FBW7 activator: -0.1; TEAD-YAP block: -6; MITF inh: 7

What do the screens show for `CCSc1cccc(C(=O)N2CC(=O)Nc3ccccc32)c1`?
GPR151 ag: 0.9; FBW7 activator: -0.1; TEAD-YAP block: 8; MITF inh: -15

How did COc1ccccc1OCC(=O)NCCCc1ccc(N(C)C)cc1 do in these assays?
GPR151 ag: -2.6; FBW7 activator: -0.1; TEAD-YAP block: 2; MITF inh: 14

What do the screens show for `Cc1cccc(N2C(=O)c3ccc(Oc4cccc(N)c4)cc3C2=O)c1`?
GPR151 ag: 1.0; FBW7 activator: 0.1; TEAD-YAP block: -17; MITF inh: 12

How did CC(NC(=O)CN(C)S(=O)(=O)c1ccc(Cl)cc1)c1ccccc1 (stereo not given) do in these assays?
GPR151 ag: 0.4; FBW7 activator: 0.0; TEAD-YAP block: 3; MITF inh: 10

How did CCN(C(=O)Cn1ncc2c1-c1ccccc1OC2)c1ccccc1 do in these assays?
GPR151 ag: -0.6; FBW7 activator: 0.7; TEAD-YAP block: -11; MITF inh: 15

What do the screens show for `COc1ccc(N2C(N)=C(C#N)C(c3cccc([N+](=O)[O-])c3)C3=C2CC(C)(C)CC3=O)cc1` (stereo not given)?
GPR151 ag: -0.2; FBW7 activator: 0.0; TEAD-YAP block: 0; MITF inh: 18

Results for CCCCn1c(CNC(=O)c2cccs2)nnc1SCC(=O)Nc1sc2c(c1C(=O)OCC)CCCCC2 ?
GPR151 ag: 1.2; FBW7 activator: 0.0; TEAD-YAP block: 0; MITF inh: 3

Part of the list above in order of length of the SMILES, highest first:
What do the screens show for `COc1ccc(N2C(N)=C(C#N)C(c3cccc([N+](=O)[O-])c3)C3=C2CC(C)(C)CC3=O)cc1` (stereo not given)?
GPR151 ag: -0.2; FBW7 activator: 0.0; TEAD-YAP block: 0; MITF inh: 18

Results for Cc1cc(C(=O)OCCN(C)C2=NS(=O)(=O)c3ccccc32)ccc1[N+](=O)[O-] ?
GPR151 ag: 0.2; FBW7 activator: 0.0; TEAD-YAP block: 3; MITF inh: -1

Results for Cc1ccc(S(=O)(=O)Nc2ccc(S(=O)(=O)Nc3nccs3)cc2)cc1 ?
GPR151 ag: 0.1; FBW7 activator: -0.1; TEAD-YAP block: -6; MITF inh: 7

What do the screens show for `Cc1ccccc1NC(=O)CSc1nc(N)c2c3c(sc2n1)COC(C)(C)C3`?
GPR151 ag: 0.8; FBW7 activator: 0.0; TEAD-YAP block: -9; MITF inh: -17

What do the screens show for `CCCCNC(=O)C(=O)NCC1OCCCN1S(=O)(=O)c1ccc(Cl)cc1` (stereo not given)?
GPR151 ag: -0.1; FBW7 activator: -0.2; TEAD-YAP block: 9; MITF inh: 2

How did CC(NC(=O)CN(C)S(=O)(=O)c1ccc(Cl)cc1)c1ccccc1 (stereo not given) do in these assays?
GPR151 ag: 0.4; FBW7 activator: 0.0; TEAD-YAP block: 3; MITF inh: 10

What do the screens show for `COCC(C)N=C1NN=C(c2cc3cccc(OC)c3oc2=O)CS1` (stereo not given)?
GPR151 ag: -0.6; FBW7 activator: -0.2; TEAD-YAP block: -19; MITF inh: -17

What do the screens show for `CCOCCCNC(=O)C(C)Sc1nc2nc(C)cc(C)n2n1` (stereo not given)?
GPR151 ag: 2.0; FBW7 activator: -0.1; TEAD-YAP block: 2; MITF inh: 8

What do the screens show for `CN1CCN(C(=S)NC(=O)c2ccc(Br)cc2)CC1`?
GPR151 ag: 2.5; FBW7 activator: 0.0; TEAD-YAP block: 6; MITF inh: 21

Continued:
What do the screens show for `COCCn1c(C)cc(C(=O)COC(=O)/C=C/c2cccc(OC)c2)c1C`?
GPR151 ag: -1.7; FBW7 activator: 0.1; TEAD-YAP block: 0; MITF inh: 8

How did NC(Cn1ccc(=O)n(Cc2ccccc2C(=O)O)c1=O)C(=O)O (stereo not given) do in these assays?
GPR151 ag: 3.6; FBW7 activator: 0.0; MITF inh: 17

What do the screens show for `Cc1nc(C(=O)NCC2CCC3(CCN(Cc4cccc5nccnc45)CC3)O2)cs1` (stereo not given)?
GPR151 ag: 1.8; FBW7 activator: -0.2; TEAD-YAP block: 7; MITF inh: -7

Results for CCOc1ccc(C(=O)CCC(=O)N2CCNC(=O)C2)cc1 ?
GPR151 ag: -0.3; FBW7 activator: -0.1; TEAD-YAP block: -2; MITF inh: 16

How did CCOC(=O)N1CCC(=NNC(N)=O)CC1 do in these assays?
GPR151 ag: 1.3; FBW7 activator: -0.1; TEAD-YAP block: 7; MITF inh: 13

Results for O=C(NCC1CCCO1)c1ccc([N+](=O)[O-])cc1Cl (stereo not given) ?
GPR151 ag: 0.1; FBW7 activator: -0.1; TEAD-YAP block: -1; MITF inh: -2

Results for COc1ccc(N2CCN(C(=O)c3ccc4c(c3)NC(=O)C(CSCc3cccc(F)c3)N4)CC2)cc1 (stereo not given) ?
GPR151 ag: 0.8; FBW7 activator: -0.2; TEAD-YAP block: 5; MITF inh: -4

Results for Cn1nc(-c2ccc(Cl)cc2)c2cc(C(=O)NCCCN3CCOCC3)sc21 ?
GPR151 ag: -0.8; FBW7 activator: -0.3; TEAD-YAP block: 6; MITF inh: -3

Results for COc1ccc(OC)c(-c2csc(NC(=O)C(F)(F)F)n2)c1 ?
GPR151 ag: -0.1; FBW7 activator: 0.0; TEAD-YAP block: -3; MITF inh: 0

How did CC(C)(C)C(=O)Nc1ccc(CN2CCCCC2)cc1 do in these assays?
GPR151 ag: 1.3; FBW7 activator: 0.0; TEAD-YAP block: -3; MITF inh: 16

Results for COc1ccc(CCNC(=O)c2cc(Nc3cccc(N(C)C)c3)nc3ccccc23)cc1 ?
GPR151 ag: -1.6; FBW7 activator: 0.0; TEAD-YAP block: -5; MITF inh: 8

Results for Cc1sc2ncnc(NCc3ccccn3)c2c1C ?
GPR151 ag: 0.0; FBW7 activator: -0.1; TEAD-YAP block: -2; MITF inh: 11

How did CCOCCCNc1nc2ccccc2n2c(C)nnc12 do in these assays?
GPR151 ag: -0.1; FBW7 activator: -0.1; TEAD-YAP block: -1; MITF inh: 16

Results for O=[N+]([O-])c1ccc(N2CCCC2)cc1NCCOc1ccc(F)cc1 ?
GPR151 ag: -0.9; FBW7 activator: -0.1; TEAD-YAP block: 5; MITF inh: 3

How did CCOCCCNC(=O)/C(=C/c1cccnc1)NC(=O)c1ccccc1 do in these assays?
GPR151 ag: -2.0; FBW7 activator: -0.2; TEAD-YAP block: 6; MITF inh: -2

What do the screens show for `Cc1ccn2nc(C(=O)OCc3cc([N+](=O)[O-])cc4c3OCOC4)nc2n1`?
GPR151 ag: -2.2; FBW7 activator: 0.1; TEAD-YAP block: 1; MITF inh: 7

What do the screens show for `N#Cc1ccc(NS(=O)(=O)c2ccccc2C#N)cc1`?
GPR151 ag: 0.1; FBW7 activator: -0.1; TEAD-YAP block: 2; MITF inh: 1

Results for COc1cc(C(=O)Nc2ccc(C(C)=O)cc2)ccc1-n1cnnn1 ?
GPR151 ag: 3.8; FBW7 activator: 0.3; TEAD-YAP block: 10; MITF inh: 9

Results for COc1ccccc1CN1CCN(c2ncccn2)CC1 ?
GPR151 ag: 1.1; FBW7 activator: 0.1; TEAD-YAP block: 7; MITF inh: 33

What do the screens show for `O=C(NCCc1nc(-c2ccncc2)n[nH]1)C1(c2ccc(Cl)cc2)CCC1`?
GPR151 ag: -0.7; FBW7 activator: 0.2; TEAD-YAP block: 24; MITF inh: 15

Results for COc1cc(-c2nnc(N)s2)cc(OC)c1OC ?
GPR151 ag: -0.9; FBW7 activator: -0.1; TEAD-YAP block: -4; MITF inh: 6

Results for CN(C)C(=O)CSc1nnc(-c2cccc(C(N)=S)c2)o1 ?
GPR151 ag: -0.6; FBW7 activator: 0.1; TEAD-YAP block: -34; MITF inh: 5

Results for Cc1sc2ncnc(N3CCC(C)CC3)c2c1S(=O)(=O)N1CCOCC1 ?
GPR151 ag: -1.4; FBW7 activator: 0.6; TEAD-YAP block: 4; MITF inh: 14

Results for CC1(C)SCCN1C(=O)c1cnc2scc(-c3ccccc3)n2c1=O ?
GPR151 ag: 0.5; FBW7 activator: -0.1; TEAD-YAP block: -13; MITF inh: 3

How did O=C1OC(c2ccc([N+](=O)[O-])cc2)=N/C1=C/c1cc(Br)cs1 do in these assays?
GPR151 ag: 0.8; FBW7 activator: 0.0; TEAD-YAP block: 4; MITF inh: -2

How did COCCn1c(C)cc(/C=C(\C#N)c2ccc(Cl)cc2)c1C do in these assays?
GPR151 ag: 0.9; FBW7 activator: -0.4; TEAD-YAP block: -13; MITF inh: 6

Results for COc1ccc(C(=O)NC(C)c2cnn(-c3ccccn3)c2C)cc1F (stereo not given) ?
GPR151 ag: 0.4; FBW7 activator: 0.0; TEAD-YAP block: -3; MITF inh: -3

What do the screens show for `COc1cccc(-c2nc(C=Nc3ccccc3Cl)c(O)o2)c1`?
GPR151 ag: 0.2; FBW7 activator: 0.3; TEAD-YAP block: 7; MITF inh: 14

How did FC(F)(F)c1cccc(Cn2c3ccccc3c3nc4ccccc4nc32)c1 do in these assays?
GPR151 ag: -0.5; FBW7 activator: 0.0; TEAD-YAP block: -10; MITF inh: -12

Results for CC1NC(=O)N(C(C)C)C2NC(=O)N(C(C)C)C(c3ccccc3)C12 (stereo not given) ?
GPR151 ag: -1.1; FBW7 activator: -0.3; TEAD-YAP block: 2; MITF inh: -13

Results for CCn1nnc(NC(=S)NC(=O)c2cccs2)n1 ?
GPR151 ag: 0.1; FBW7 activator: 0.0; TEAD-YAP block: -15; MITF inh: 19

Results for CC(C)(C)NC(=O)COC(=O)c1ccc(Cl)nc1 ?
GPR151 ag: 0.4; FBW7 activator: -0.1; TEAD-YAP block: -5; MITF inh: -17

What do the screens show for `COc1cc(-c2[nH]nc3c2C(c2cccs2)C(C#N)=C(N)O3)cc(OC)c1OC` (stereo not given)?
GPR151 ag: -1.4; FBW7 activator: 0.2; TEAD-YAP block: 9; MITF inh: 11

What do the screens show for `COc1ccc(OC)c(S(=O)(=O)N(C)CC(=O)N2CCCCCC2)c1`?
GPR151 ag: -0.6; FBW7 activator: 0.0; TEAD-YAP block: 0; MITF inh: -8

What do the screens show for `COc1ccccc1/C=c1\sc2nc(-c3ccncc3)nn2c1=O`?
GPR151 ag: 2.1; FBW7 activator: 0.6; TEAD-YAP block: -4; MITF inh: 10

How did CCOc1ccccc1N(CC(=O)NC(C)(C)CC)C(=O)CCC(=O)Nc1ccccn1 do in these assays?
GPR151 ag: 1.1; FBW7 activator: 0.0; TEAD-YAP block: 10; MITF inh: 11

Results for O=C(NCc1ccco1)C1CCN(c2nnc(N3CCCC3=O)s2)CC1 ?
GPR151 ag: 1.6; FBW7 activator: 0.0; TEAD-YAP block: -4; MITF inh: 3

How did COc1ccccc1N1CCN(S(=O)(=O)c2ccc(-n3cnnn3)c(C)c2)CC1 do in these assays?
GPR151 ag: -1.0; FBW7 activator: 0.0; TEAD-YAP block: -12; MITF inh: -6

How did O=C(Cn1nc(-c2cccc3ncccc23)oc1=O)NCCc1ccccc1 do in these assays?
GPR151 ag: -1.2; FBW7 activator: 0.5; TEAD-YAP block: 2; MITF inh: 11

Results for O=C(COc1ccc(Cl)cc1Br)Nc1cccc([N+](=O)[O-])c1 ?
GPR151 ag: 0.8; FBW7 activator: 0.0; TEAD-YAP block: -67; MITF inh: -5

What do the screens show for `Cc1ccc(-c2cc(C(=O)N3CCn4c(nnc4C4CC4)C3)n[nH]2)o1`?
GPR151 ag: -0.6; FBW7 activator: 0.1; TEAD-YAP block: -11; MITF inh: -24
